GAA850 FXN act: frataxin GAA850 promoter activation; HEK293 lucGAA850 FXN promoter luciferase reporter, 24 h; percent of 10 µM SAHA response; activation, % at 6 µM; hit rate 0.56% among 360,000;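 active = activation above the average of all compounds screened plus 3 SD, cutoff fixed separately per campaign, cut at about 7.5% in these data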;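 also: 0% = DMSO wells and 100% = 10 µM SAHA wells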
hgDAF-12 ag: agonists of H. glycines DAF-12 nuclear receptor; hit rate 1.8% among 370,000; HEK293 GAL4-hgDAF12 UAS-luciferase reporter, agonist luminescence; normalized to butyrate control; AID 687014; activation, % at 6.8 µM;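 active = activation above a cutoff set at the mean of all screened compounds plus 3 SD, cut at about 10% in these data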;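 also: 0% = DMSO wells and 100% = sodium butyrate wells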
ADAM10 inh: inhibitors of human ADAM10 | O14672 | recombinant ADAM10, EDANS/DABCYL FRET peptide cleavage, 3 h | inhibition, % at 7 µM | hit rate 0.62% among 370,000 | AID 720582;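 active = inhibition above a per-campaign cutoff equal to the mean of compounds falling between control-based bounds plus 3 SD, cut at about 20% in these data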;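 also: 0% = DMSO wells while the 100% control is not disclosed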
Target sequence (O14672 214-748 limits assumed): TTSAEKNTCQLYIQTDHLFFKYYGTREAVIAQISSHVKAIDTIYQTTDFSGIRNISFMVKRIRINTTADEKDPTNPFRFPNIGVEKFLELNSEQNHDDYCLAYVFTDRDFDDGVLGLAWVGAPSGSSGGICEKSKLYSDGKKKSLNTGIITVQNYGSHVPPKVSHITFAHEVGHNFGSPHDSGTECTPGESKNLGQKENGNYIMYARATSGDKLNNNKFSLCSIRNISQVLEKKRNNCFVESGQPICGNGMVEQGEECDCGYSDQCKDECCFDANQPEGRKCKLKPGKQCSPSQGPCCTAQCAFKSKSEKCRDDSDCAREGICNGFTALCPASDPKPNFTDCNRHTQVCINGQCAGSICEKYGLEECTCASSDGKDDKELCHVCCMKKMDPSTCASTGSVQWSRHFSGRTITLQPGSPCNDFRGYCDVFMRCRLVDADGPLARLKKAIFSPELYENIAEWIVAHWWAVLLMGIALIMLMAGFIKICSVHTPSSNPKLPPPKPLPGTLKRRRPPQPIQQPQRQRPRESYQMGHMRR
DAX1 inh-1: DAX1 (NR0B1) inhibition, primary screen; HEK293T StAR-luciferase reporter, SF-1/DAX-1 repression relief; inhibition, % at 6.8 µM; hit rate 1.1% among 370,000; AID 652010;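 active = inhibition above the mean over all tested compounds plus 3 SD, cut at about 3.6% in these data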;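 also: 0% = DAX-1 cells with DMSO and 100% = cells lacking DAX-1 with DMSO; higher inhibition means more luminescence from relief of DAX-1 repression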
hcDAF-12 act: activates DAF-12 receptor from parasite H. contortus; hit rate 1.4% among 370,000; activation, % at 6.8 µM; HEK293 hcDAF-12 lit1-tk-luc reporter, luminescence; 0% DMSO, 100% Δ7-dafachronic acid;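 active = activation above the mean of all tested compounds plus 3 SD, cut at about 5.5% in these data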;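 also: 100% = response to 3 µM Δ7-dafachronic acid high control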
sPLA2-III inh: Inhibits HGIII-sPLA2 liposome hydrolysis, primary screen; QFRET BODIPY PC-A2 liposome hydrolysis, fluorescence; Q9NZ20; inhibition, % at 12.2 µM; hit rate 0.56% among 370,000;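 active = inhibition above mean plus 3 SD of compounds lying within the high and low control bounds, cut at about 19% in these data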;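 also: 0% = median of test compound wells and 100% = no enzyme DMSO wells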
DAX1 inh-2: NR0B1 (DAX1) inhibition; AID 504766; inhibition, % at 6.75 µM; hit rate 0.99% among 340,000; HEK293 Gal4-DAX1 luciferase reporter, luminescence; P51843;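 active = inhibition above the mean over all tested compounds plus 3 SD, cut at about 4.2% in these data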;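 also: 0% = DAX1-transfected cells with DMSO and 100% = empty-vector control cells with DMSO; inhibition shows as a rise in luminescence from relieved DAX1 repression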
Target sequence (P51843 207-470 limits assumed): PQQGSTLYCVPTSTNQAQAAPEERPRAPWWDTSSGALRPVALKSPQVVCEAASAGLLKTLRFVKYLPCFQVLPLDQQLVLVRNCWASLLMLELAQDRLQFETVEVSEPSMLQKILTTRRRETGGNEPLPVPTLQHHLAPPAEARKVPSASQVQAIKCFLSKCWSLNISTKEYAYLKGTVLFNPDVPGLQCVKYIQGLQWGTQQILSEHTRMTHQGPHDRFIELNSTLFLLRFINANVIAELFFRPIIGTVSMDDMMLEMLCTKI
PLC-beta3 inh: inhibitors of human phospholipase C beta3; AID 720704; hit rate 0.18% among 370,000; inhibition, % at 12.2 µM; Purified PLC-beta3, fluorogenic substrate, fluorescence; Q01970; in the data active = inhibition above about 11%;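 also: 0% = median of compound wells on plate and 100% = full blocker control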
ssDAF12 agonist: activates DAF-12 receptor from parasite S. stercoralis; activation, % at 6.8 µM; hit rate 1% among 370,000; HEK293 ssDAF-12/GRIP1 lit1-tk-luc reporter, luminescence; % of 3 µM dafachronic acid response; AID 652126;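 active = activation above the mean over all tested compounds plus 3 SD, cut at about 0.9% in these data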;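 also: 0% = DMSO-only wells and 100% = 3 µM delta7-dafachronic acid wells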
PLC-gamma1 inh: PLC-gamma1 (human) inhibition, primary screen; P19174; purified PLC-gamma1, fluorogenic substrate, fluorescence; inhibition, % at 12.2 µM; hit rate 0.84% among 370,000; in the data active = inhibition above about 9.5%
ADAM17 inh: inhibitors of human ADAM17; P78536; recombinant ADAM17, EDANS/DABCYL FRET peptide cleavage; inhibition, % at 6.95 µM; hit rate 0.83% among 370,000; AID 720648;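 active = inhibition above the mean of compounds lying between control limits plus 3 SD, set per campaign, cut at about 8.5% in these data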;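 also: 0% = DMSO-only wells as the low control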
The depositor's hits bear a star; / = no result given. Hits appear at their usual frequency (roughly 6.9% active in at least one column).

SMILES	GAA850 FXN act	hgDAF-12 ag	ADAM10 inh	DAX1 inh-1	hcDAF-12 act	sPLA2-III inh	DAX1 inh-2	PLC-beta3 inh	ssDAF12 agonist	PLC-gamma1 inh	ADAM17 inh
NCCCC[C@@H]1NC(=O)c2cc([N+](=O)[O-])cc(I)c2SC[C@@H](C(N)=O)NC(=O)[C@H](CCC(N)=O)NC1=O	-0.8	4.3	-3	0.5	-0.1	-5	0.9	1	-1.1	1	-1
COC(=O)C1CN(Cc2ccccc2)CCS(=O)(=O)N1Cc1ccccc1 (stereo unspecified)	/	2.4	6	-0.1	-1.1	-2	/	6	-1.3	2	0
COC(=O)C1=NNC2(C)C(=O)N(c3ccc(C)cc3)C(=O)C12 (stereo unspecified)	0.6	-0.4	-1	-0.2	0.1	-1	1.3	1	-1.7	2	-6
COCCN(CCOC)c1nc(S(=O)(=O)c2ccc(C)cc2)c(Cl)s1	0.0	-3.6	16	-0.6	-1.1	-2	-1.0	5	-2.0	1	-1
COCc1cc(N2CCN(C(=O)OC(C)(C)C)C[C@H]2C)ccc1N1C[C@@H](C)O[C@@H](C)C1	/	2.8	-6	-2.6	-1.5	11	/	-2	-0.5	2	-1
COC(=O)C1=C(C)Nc2c(c(=O)n(C)c(=O)n2C)C1c1ccc(C)cc1 (stereo unspecified)	1.3	-2.9	-13	0.7	0.2	4	1.0	-12	-1.1	-7	-5
CC1CN(C(=O)c2cc(F)c(F)cc2Cl)CC(C)O1 (stereo unspecified)	0.2	-1.1	12	0.1	-0.4	10	0.2	10	-0.5	8	6
O=Nc1ccccn1	/	5.5	-30	1.0	0.9	7	/	-17	-0.5	-6	-6
COc1ccc(Cc2c[nH]c(=O)[nH]c2=O)cc1	-0.9	-0.8	3	0.3	-2.0	2	0.5	0	-1.0	5	-5
COc1ccccc1N1C(=O)CC(c2ccccc2)CC1=O	0.3	-1.1	-11	-0.3	-1.5	5	0.8	4	-1.1	-1	-4
CCCCN(CC)Cc1ccc(CNC(=S)Nc2ccccc2F)o1	-0.1	2.1	-1	1.3	-0.8	18	-1.3	-8	-1.8	-1	7
CN(C)CCCNC(=S)N1CCC(C(=O)c2ccc(Cl)cc2)CC1	-0.9	-3.9	0	-1.2	-0.7	5	-0.5	5	-1.4	2	-1
Cc1cc(/C=N/NC(N)=S)c(C)n1-c1ccc(Cl)c(Cl)c1	-4.5	-0.4	-4	-2.0	-3.1	9	-3.1	-31	-1.4	-23	-1
CCC(C)NC(=O)CSc1nnc(-c2ccc(OC)c(OC)c2)c(-c2ccc(OC)c(OC)c2)n1 (stereo unspecified)	-3.3	-0.7	2	-0.4	-1.2	1	-0.9	-1	-0.9	2	-1
CCOC(=O)N1CCN(Cc2nc(C3CC3)no2)CC1	2.5	-1.5	-5	0.1	0.1	15	0.1	-3	-0.6	-1	-2
CC1(C)CC(=O)C2=C(C1)NC(Nc1nc3ccccc3o1)=NC2c1ccccn1 (stereo unspecified)	-0.3	-1.2	9	-0.4	-0.5	-1	-0.1	-22	-2.1	-9	-3
Cc1noc(C)c1C(=O)N1CCCC(C(=O)c2cccc(C(F)(F)F)c2)C1 (stereo unspecified)	1.6	-0.3	4	-0.3	-0.9	4	0.0	3	-1.0	-1	-2
O=C(O)C(Cc1ccccc1)N1Cc2ccccc2C1=O (stereo unspecified)	1.8	-1.9	5	0.8	-0.8	2	-0.1	3	-0.7	5	1
COC(=O)C1CC(=O)c2sccc2C1 (stereo unspecified)	2.1	-2.6	-5	0.1	-2.8	20*	-0.2	1	-0.9	6	-5
COc1ccc(NC(=O)CSc2nc3ccccc3cc2Cc2ccccc2)cc1	-0.2	3.9	1	0.0	-1.6	1	2.4	0	-1.2	1	-4

A portion from further up, for reference:
SMILES	GAA850 FXN act	hgDAF-12 ag	ADAM10 inh	DAX1 inh-1	hcDAF-12 act	sPLA2-III inh	DAX1 inh-2	PLC-beta3 inh	ssDAF12 agonist	PLC-gamma1 inh	ADAM17 inh
COC(=O)C1CC(=O)c2sccc2C1 (stereo unspecified)	2.1	-2.6	-5	0.1	-2.8	20*	-0.2	1	-0.9	6	-5
COc1ccc(NC(=O)CSc2nc3ccccc3cc2Cc2ccccc2)cc1	-0.2	3.9	1	0.0	-1.6	1	2.4	0	-1.2	1	-4

Already shown: an excerpt of the list.
SMILES	GAA850 FXN act	hgDAF-12 ag	ADAM10 inh	DAX1 inh-1	hcDAF-12 act	sPLA2-III inh	DAX1 inh-2	PLC-beta3 inh	ssDAF12 agonist	PLC-gamma1 inh	ADAM17 inh
CC1CN(C(=O)c2cc(F)c(F)cc2Cl)CC(C)O1 (stereo unspecified)	0.2	-1.1	12	0.1	-0.4	10	0.2	10	-0.5	8	6
O=Nc1ccccn1	/	5.5	-30	1.0	0.9	7	/	-17	-0.5	-6	-6
COc1ccc(Cc2c[nH]c(=O)[nH]c2=O)cc1	-0.9	-0.8	3	0.3	-2.0	2	0.5	0	-1.0	5	-5
COc1ccccc1N1C(=O)CC(c2ccccc2)CC1=O	0.3	-1.1	-11	-0.3	-1.5	5	0.8	4	-1.1	-1	-4
CCCCN(CC)Cc1ccc(CNC(=S)Nc2ccccc2F)o1	-0.1	2.1	-1	1.3	-0.8	18	-1.3	-8	-1.8	-1	7
CN(C)CCCNC(=S)N1CCC(C(=O)c2ccc(Cl)cc2)CC1	-0.9	-3.9	0	-1.2	-0.7	5	-0.5	5	-1.4	2	-1
Cc1cc(/C=N/NC(N)=S)c(C)n1-c1ccc(Cl)c(Cl)c1	-4.5	-0.4	-4	-2.0	-3.1	9	-3.1	-31	-1.4	-23	-1
CCC(C)NC(=O)CSc1nnc(-c2ccc(OC)c(OC)c2)c(-c2ccc(OC)c(OC)c2)n1 (stereo unspecified)	-3.3	-0.7	2	-0.4	-1.2	1	-0.9	-1	-0.9	2	-1
CCOC(=O)N1CCN(Cc2nc(C3CC3)no2)CC1	2.5	-1.5	-5	0.1	0.1	15	0.1	-3	-0.6	-1	-2
CC1(C)CC(=O)C2=C(C1)NC(Nc1nc3ccccc3o1)=NC2c1ccccn1 (stereo unspecified)	-0.3	-1.2	9	-0.4	-0.5	-1	-0.1	-22	-2.1	-9	-3
Cc1noc(C)c1C(=O)N1CCCC(C(=O)c2cccc(C(F)(F)F)c2)C1 (stereo unspecified)	1.6	-0.3	4	-0.3	-0.9	4	0.0	3	-1.0	-1	-2
O=C(O)C(Cc1ccccc1)N1Cc2ccccc2C1=O (stereo unspecified)	1.8	-1.9	5	0.8	-0.8	2	-0.1	3	-0.7	5	1
COC(=O)C1CC(=O)c2sccc2C1 (stereo unspecified)	2.1	-2.6	-5	0.1	-2.8	20*	-0.2	1	-0.9	6	-5
COc1ccc(NC(=O)CSc2nc3ccccc3cc2Cc2ccccc2)cc1	-0.2	3.9	1	0.0	-1.6	1	2.4	0	-1.2	1	-4

The results go on.
SMILES	GAA850 FXN act	hgDAF-12 ag	ADAM10 inh	DAX1 inh-1	hcDAF-12 act	sPLA2-III inh	DAX1 inh-2	PLC-beta3 inh	ssDAF12 agonist	PLC-gamma1 inh	ADAM17 inh
CCn1ccnc1CN(C)Cc1cn(-c2ccccc2)nc1-c1ccc(OC)cc1F	-0.6	2.3	-12	-1.5	0.2	-1	-0.7	-11	-2.1	-4	-8
COc1cc(C2Nc3c(F)cccc3C3C=CCC32)cc(Br)c1OC (stereo unspecified)	0.6	-0.9	5	0.3	1.0	-1	-0.4	-24	-0.7	-12	3
O=S(=O)(NCCSc1nnnn1-c1ccccc1)c1cccs1	1.3	2.1	-3	0.1	-0.2	-8	1.7	2	-0.8	-1	-4
CC(OC(=O)C1CC(=O)N(Cc2ccco2)C1)C(=O)Nc1ccc(F)cc1Cl (stereo unspecified)	-1.2	-0.4	-3	1.7	-0.2	-2	0.8	-4	-1.1	-1	-4
COc1cccc(OC)c1C(=O)Nc1ccc2nc(C)c(C)nc2c1	0.9	2.3	-81	0.1	-0.8	-3	2.3	-42	-1.1	-27	-33
COc1ccc(NC(=O)CSc2nc3nc(-c4cccs4)cc(C(F)(F)F)c3c(=O)[nH]2)c(OC)c1	1.3	2.1	-223	0.1	0.0	-13	-0.1	-33	-1.2	-30	-67
CC(C)c1nc2oc3c(NCC4CCCO4)ncnc3c2c2c1CCC2 (stereo unspecified)	-3.2	-1.8	-33	-0.3	-0.6	2	0.0	1	-0.8	3	-11
NNC(=O)Cc1cn(-c2ncc(C(F)(F)F)cc2Cl)c2ccccc12	0.2	1.3	0	-0.1	-1.0	-10	1.1	-38	-1.3	-28	-1
C[C@@H]1CN([C@@H](C)CO)C(=O)c2cc(NC(=O)C3CC3)ccc2O[C@@H]1CN(C)Cc1ccc(Cl)c(Cl)c1	-3.4	-1.1	4	-0.8	-1.6	-13	-0.4	1	-1.4	2	5
Cc1ccc(-n2c(C)cc(C=C3C(=O)N(C)C(=O)N(C)C3=O)c2C)cc1	0.5	-1.2	4	0.1	-0.5	3	0.2	-5	-2.0	0	-1
O=[N+]([O-])c1cccc(N/N=C/c2ccc(N3CCOCC3)cc2)c1	3.4	4.6	11	0.9	-1.0	16	0.5	-7	-1.1	6	8
O=C(CCNC(=O)c1ccc(Cl)cc1)Nc1ccc(Cl)cc1F	1.9	-2.2	4	-0.5	1.1	3	-0.8	3	-1.4	1	1
CCc1nnc(NC(=O)CSc2nnc(CNc3cccc(C)c3)n2-c2ccccc2)s1	0.5	-1.9	-7	0.2	-0.8	-39	0.7	-1	-1.2	-3	-5
COc1ccc(CCNC(=O)c2nc(-c3cccs3)no2)cc1OC	1.6	-0.6	7	-1.6	-4.0	1	-3.3	-1	-1.5	-2	0
CC1CC(C)CN(CC(=O)Nc2ccc3c(c2)OCCO3)C1 (stereo unspecified)	-0.4	4.9	2	0.9	1.1	7	-0.2	5	-1.3	3	1
COc1ccc2c(c1)cc1n2CCN2CCCN=C12	-2.6	1.5	-72	0.3	2.6	1	0.1	-325	-1.8	-272	-26
COc1ccc(-c2noc(COc3ccc4c(c3)OCO4)n2)cc1	0.4	-0.1	-1	1.6	-0.1	7	-1.1	-7	-0.9	0	-2
COc1ccc(CN(C)C(=O)c2ccc(NC(=O)CC3SC(N4CCCC4)=NC3=O)cc2)c(OC)c1OC (stereo unspecified)	-1.5	-0.8	-1	1.9	-1.0	-8	0.1	0	-1.2	6	-2
COc1cccc(CNC(=O)Cc2csc(Nc3nc(=S)[nH]c4ccccc34)n2)c1	2.2	4.7	-6	-1.0	5.4	4	1.0	-21	-0.6	-5	-9
CC(C)(C)c1cccc(/C=N/O)c1O	-1.0	0.6	0	1.1	-1.8	-58	1.1	-1	-1.6	-3	0

Bioassay records deposited in PubChem BioAssay by The Scripps Research Institute Molecular Screening Center.
